# RMI-FANCM inh: blocks RMI1/RMI2 complex binding to FANCM MM2 peptide. Fluorescence polarization, RMI core complex with F-MM2 peptide; stronger effect = lower value. 0.58% of 70,000 active. FP signal (polarization) at 33 µM. AID 1159607; in the data active = FP signal below about 40; also: inactives centre near 61; strong numbers were not always called active; unit not given here
# Numbers without * were called inactive; & = joins results of further samples.
SMILES,RMI-FANCM inh
O=C(O)c1ccc2c(=O)nc3c(-c4cccc(F)c4)n[nH]n3c2c1,55
COc1ccccc1C(=O)N1CCN(c2ccc(-c3ccc(C)c(C)c3)nn2)CC1,71
CCOCCSc1nnc(-c2cn(CC)nc2OCC)n1C,64
O=C(NCCOc1cccc(C(F)(F)F)c1)c1ccc(S(=O)(=O)N2CCCC2)cc1,62
c1c2c(cc3sc(N4CCN(c5nc6cc7c(cc6s5)OCCO7)CC4)nc13)OCCO2,63
CCCCCOc1ccc(C(=O)Nc2nc3cc4c(cc3s2)OCO4)cc1,103
O=C(CCc1csc(NC(=O)c2ccc[nH]c2=O)n1)NCCc1ccccc1,60
Cc1cc(C(=O)Nc2ccc3sccc3c2)no1,55
COc1ccc(Cl)cc1Nc1nn2c(=O)c3cc(OC)c(OC)cc3nc2s1,63
COC(=O)c1ccc(OC)c(CN2C(=O)N(c3cccc(SC)c3)S(=O)(=O)c3ccccc32)c1,76
CCn1c(SCC(=O)N2CCCc3ccccc32)nc2c(-c3ccccc3)csc2c1=O,85
O=C(Nc1ccc(-c2nc3ccccc3s2)cc1)c1ccccc1F,56
O=C(c1ccccc1C(F)(F)F)N1CCN(c2ccc(-c3cccnc3)nn2)CC1,63
Cc1ccc(OCC(O)Cn2c(C3CC(=O)N(c4ccc(F)cc4)C3)nc3ccccc32)cc1 (stereo not drawn),61
Cc1ccc(NC(=O)CSc2cc(C)c3ccccc3n2)cc1,75
Cc1cc(N2CCN(Cc3ccc(F)cc3)CC2)n2c(nc3ccccc32)c1C#N,61
Cc1cccc(-n2ncc3c(=O)n4c(nc32)SCC4CC(=O)Nc2ncccc2C)c1 (stereo not drawn),66
CC(C)c1nnc2c(N(C)S(=O)(=O)c3ccccc3)nc3ccccc3n12,63
Cc1cc2nnn(-c3ncnc4sc(-c5ccccc5)cc34)c2cc1C,59
COc1ccc(C(=O)NCCn2ncc3c(=O)n(Cc4cccc(Cl)c4)cnc32)cc1,66
COc1ccc(C)cc1S(=O)(=O)NCC(c1cccn1C)N1CCc2ccccc2C1 (stereo not drawn),64
CCN(CC)S(=O)(=O)c1ccc2c3c(cccc13)C(=O)S2,56
CCc1nc(Nc2ccc(N(C)C)cc2)c2oc3ccccc3c2n1,74
COc1cccc(C2C(S(=O)(=O)c3ccc(C)cc3)=C(O)C(=O)N2c2ccc(C)cc2)c1 (stereo not drawn),61
O=C(N/N=C\c1c[nH]c2ccccc12)c1cc(-c2ccc(Cl)s2)[nH]n1,60
COc1ccc(Cl)cc1S(=O)(=O)Cc1nc(-c2cccc(C(F)(F)F)c2)no1,92
O=C1NC(=O)/C(=C/c2ccc(OC(=O)c3ccc(Cl)cc3Cl)cc2)N1,67
CCOC(=O)NC(=S)NCc1cccs1,59
CCn1c(=NC(=O)c2ccccc2S(=O)(=O)CC)sc2cc3c(cc21)OCCO3,57
CCOc1ccc(-c2noc(-c3sccc3S(=O)(=O)N(C)c3ccc4c(c3)OCO4)n2)cc1,70
O=c1[nH]cnc2c1ncn2[C@H]1CC[C@@H](CO)O1,55&68
COCCn1c(SCc2nc(-c3ccccc3Cl)no2)nc2ccsc2c1=O,61
COc1cn(CC(=O)NCc2ccco2)c(CO)cc1=O,57
O=C(COc1ncnc2cc(Cl)ccc12)c1ccccc1,53
CCC(=O)Nc1ccc2c(c1)OCC(C)(C)C(=O)N2,68
Cc1ccc2c(c1)OCC(=O)N2Cc1nc(-c2ccccc2C)no1,72

# The last 2 records of the section before open the next one.
SMILES,RMI-FANCM inh
CCC(=O)Nc1ccc2c(c1)OCC(C)(C)C(=O)N2,68
Cc1ccc2c(c1)OCC(=O)N2Cc1nc(-c2ccccc2C)no1,72
CCC/C=N\NC(=O)c1cc(OC)c(OC)c(OC)c1,60
O=C(Nc1ccc(-c2ccc3nnc(-c4ccncc4)n3n2)cc1)c1cccc2ccccc12,71
Cc1ccc(N2C(=O)C3N=NN(Cc4nc(-c5ccc6c(c5)OCO6)no4)C3C2=O)cc1F (stereo not drawn),63
O=C(NCCNC(=O)c1ccco1)c1ccc(NC(=O)C2CC2)cc1,65
COc1ccc(OC)c(C2c3cccn3CCN2C(=O)Nc2cccs2)c1 (stereo not drawn),35
CC(=O)N1CCC(C(=O)c2ccc(F)cc2F)CC1,53
CCN1CCN(CC(=O)Nc2cc(Cl)ccc2OC)C(=O)C1=O,62
O=C(Cn1c(=O)n(Cc2cccs2)c(=O)c2ncccc21)NCc1ccco1,61
Cc1cc(C)cc(NC(=O)c2cn(Cc3ccccc3)cc3c(=O)n(-c4ccccc4)nc2-3)c1,57
CN(C)c1ccc(C(CNC(=O)c2ccc(Cl)cc2)N(C)C)cc1 (stereo not drawn),57
C=CCNC(CC(=O)Nc1ccc(C)cc1C)C(=O)O (stereo not drawn),62
O=S(=O)(NCc1ccco1)c1ccc(-c2ccc(Cl)cc2)cc1,61
COc1cccc(NC(=O)NCC(c2ccsc2)N2CCOCC2)c1 (stereo not drawn),73
COc1ccc(C2CC(=O)C3=C(C2)Nc2nnnn2C3c2cc(OC)c(OC)c(OC)c2)cc1 (stereo not drawn),59
O=S(=O)(NCC(c1ccsc1)N1CCOCC1)c1cccc2ccccc12 (stereo not drawn),65
COc1ccc(N(C(=O)c2ccccc2OC)S(=O)(=O)c2ccc(Cl)cc2)cc1,58
COc1cccc2sc(NC(=O)c3ccc(-c4nc5ccccc5s4)s3)nc12,87
O=[N+]([O-])c1ccc(CSc2nnc(-c3ccncc3)o2)cc1,48
CC(C)(C)C(=O)Nc1nc(CC(=O)NC2CCCCC2)cs1,54
CCCc1cc(OC(=O)c2cccnc2Oc2ccccc2)n(C)n1,56
Cn1c(Cc2ccsc2)nnc1Sc1nc2ccc(Cl)cc2s1,60
CC(C)(C)c1nc(SCC(=O)c2ccc([N+](=O)[O-])cc2)n[nH]1,50
CCS(=O)(=O)N1CCc2ccc(NC(=O)c3ccc(OC)c(OC)c3OC)cc2C1,64
CC12COC3(C(=O)NC4CCCCC4)CC1CCC32C (stereo not drawn),59
COc1ccc(CCNC(=O)CSc2ncc(CO)n2Cc2ccccc2)cc1OC,53
CCc1cccc(CC)c1-n1c(CNC(=O)c2ccc(OC)cc2)nnc1SC(C)CC (stereo not drawn),64
OC(COc1ccc(C2CCCCC2)cc1)CN1CCCCC1 (stereo not drawn),74
O=S1(=O)N=C(N2CC=C(c3ccccc3)CC2)Nc2ccccc21,66
O=C1CS(=O)(=O)N(Cc2ccccc2)c2ccccc21,59
COc1ccc(/C=N\NC(=O)Cc2ccc([N+](=O)[O-])cc2)cc1,62
C#CC1(O)CC[C@H]2[C@@H]3CCC4=CCCC[C@@H]4[C@H]3CC[C@@]21C (stereo partly drawn),54
COc1ccc(C(CNC(=O)c2cccc3ccccc23)N2CCOCC2)cc1 (stereo not drawn),64
CCN(CC)CCN(C(=O)c1ccccc1OC)c1nc2c(OC)cccc2s1,86
COc1cc2ccccc2cc1C(=O)N=c1sc2cc(Cl)ccc2n1C,70
Cc1nnc(N/N=C\c2cccs2)[nH]c1=O,60
Cc1c(C(=O)NCCOc2ccc(F)cc2)cccc1[N+](=O)[O-],62
Cc1c(-c2ccccc2)c(=O)oc2cc(OC(=O)C3CC3)ccc12,56
CN1CNc2c(c(=O)n(C)c(=O)n2C)C1,62
CCCn1c(=NC(=O)CN2C(=O)CCC2=O)sc2c(OC)ccc(OC)c21,64
CCOc1ccc(NC(=O)CSc2nnc(-c3ccccn3)n2N)cc1,52
O=C(CSc1ncnc2ccccc12)N1CCCc2ccccc21,64
O=C(Cn1nc(-c2ccco2)c2sc(N3CCOCC3)nc2c1=O)NCc1ccc2c(c1)OCO2,70
O=C(NCc1ccsc1)C(=O)Nc1ccc2c(c1)OCO2,69
COc1cccc(C(=O)NCCN2CCN(c3ccccc3)CC2)c1,65
COc1ccc(-c2csc3ncnc(N4CCN(c5ccccc5F)CC4)c23)cc1,97
O=C(CSc1nnc2ccccn12)N1CCOCC1,69
C#CCSc1nsc(SCC#C)c1C#N,54
Cc1cc(=O)[nH]c2c1c(C)nn2C,55
O=C(CSc1ncccn1)N1CCOCC1,57
Cc1ccc(S(=O)(=O)N2CCCC2CNC(=O)c2ccc(Cl)cc2)cc1 (stereo not drawn),54
Cn1cccc1Cc1nnc(SCC(=O)Nc2ccc3c(c2)OCCO3)n1-c1cccc(C(F)(F)F)c1,59
C=C1CCC2[C@](C)(CO)[C@H](O)CC[C@@]2(C)[C@@H]1C/C=C1/C(=O)OC[C@H]1O (stereo partly drawn),66
CCCN1CCCc2cc(CCNC(=O)C(=O)Nc3cc(Cl)ccc3C)ccc21,64
Cc1ccc(-n2ncc3c(C)nnc(SCc4cccnc4)c32)cc1C,65
c1ccc(CCn2c(-c3cccs3)nc3ccccc32)cc1,57
Cc1cc2nccc(-c3ccco3)n2n1,56
COc1cc(O)c2c(=O)c(-c3ccc(O)cc3)coc2c1,51
CS(=O)(=O)c1cccc(-c2nnc(NC(=O)c3ccccc3)o2)c1,63
O=C(NCCn1ncc2c(=O)n(Cc3ccc(Br)cc3)cnc21)c1cc2ccccc2o1,71
COc1ccc(-c2cn3c(C(=O)N4CCN(C(=O)c5ccco5)CC4)csc3n2)cc1,67
# Other results
SMILES,RMI-FANCM inh
COc1ccc(F)cc1S(=O)(=O)Nc1ccc2nc(C)n(-c3ccc(Cl)cc3)c(=O)c2c1,61
COc1ccc(/C=C\C(=O)NC2CC(=O)N(c3cccc(F)c3)C2)cc1OC (stereo not drawn),52
COCC(=O)N1CCCc2ccc(NS(=O)(=O)c3ccc(F)c(C)c3)cc21,71
CC(=O)c1cccc(NC(=O)N2CCOCC2)c1,60
O=C(Nc1ccc(F)c([N+](=O)[O-])c1)c1ccc(=O)n(Cc2ccccc2F)c1,51
COc1ccccc1CNC(=O)CSc1ccc(NC(=O)C2CC2)nn1,67
CN1CCc2c(sc(NC(=O)c3cc4ccccc4o3)c2-c2nc3ccccc3s2)C1,1
CC(C)(C)c1ccc(OCC(=O)Nc2ccc3c(c2)CN(C(=O)c2ccco2)CC3)cc1,66
CC(C)c1ccc(N2C(=O)C3N=NN(CC(=O)Nc4ccc(F)cc4F)C3C2=O)cc1 (stereo not drawn),55
CCOc1ccc(CC(=O)Nc2ccc(-c3ccc4nncn4n3)cc2)cc1,143
CSc1ccccc1-c1nnc(NC(=O)/C=C/c2ccccc2Cl)o1,57
COc1c[nH]c(C(=O)Nc2cccc(C(C)=O)c2)cc1=O,63
N/C(Cc1ccc(F)cc1F)=N/OC(=O)c1cccc(C(F)(F)F)c1,55
Fc1ccc(-c2csc(NCC3CCCO3)n2)cc1 (stereo not drawn),55
O=C(Nc1ccc(N2CCCCC2)cc1)Nc1cccc(Cl)c1,52&49
O=C(CC1CSc2nc3c(c(=O)n21)CCCC3)N1CCOCC1 (stereo not drawn),62
N#Cc1cnc2ccccc2c1Nc1cccc(C(F)(F)F)c1,63
Cc1cc(=O)[nH]c(-n2nc(-c3cccs3)cc2NC(=O)c2ccc(F)cc2)n1,61
O=C(CCc1csc(NC(=O)Nc2ccccc2)n1)Nc1nc2ccccc2s1,93
COc1ccccc1OCC(=O)Nc1ccc2c(c1)N(CCC(C)C)C(=O)C(C)(C)CO2,71
CC(C)(OC(=O)c1ccccc1)[C@@H]1Cc2cc3ccc(=O)oc3cc2O1,53
COc1cccc(S(=O)(=O)NCC(=O)N2CCCCC2)c1,71
Cc1ccc(-c2csc3ncnc(NCCO)c23)cc1C,74
Cc1nnc(NC(=O)c2cc(C3CC3)n(C3CCS(=O)(=O)C3)n2)s1 (stereo not drawn),59
O=C(Nc1ccon1)C1CCN(S(=O)(=O)c2cccs2)CC1,61
Cn1c(SCC(=O)NCc2cccnc2)nnc1-c1sc2ccccc2c1Cl,59
c1ccc2sc(CCSCCc3nc4ccccc4s3)nc2c1,52
C=CCn1c(SCC(=O)NCc2ccco2)nc2sc3c(c2c1=O)CCC(C)C3 (stereo not drawn),104
CC(=O)NCCc1ccc(O)c(O)c1,62
CC1(C)COc2ccc(NC(=O)c3ccccc3Cl)cc2NC1=O,66
CC(Cn1cnc2ccccc21)C(=O)N/N=C\c1ccccn1 (stereo not drawn),60
COc1cccc(-c2nnc3ccc(OCCNC(=O)C(C)C)nn23)c1,71
CN(C)c1ccc(/C=N\NC(=O)CCN2C(=O)C3CCC(C)(C2=O)C3(C)C)cc1 (stereo not drawn),55
CC(C)Cc1c[nH]c2c(c1=O)c(=O)n(C)c(=O)n2C,70
Cc1ccc2nc(NC(=O)CCc3csc(NC(=O)c4ccc(=O)[nH]c4)n3)sc2c1,75
CSc1nc(N)c(NC(=O)c2ccccc2)c(=O)[nH]1,67

# A portion from further up, as a working copy:
SMILES,RMI-FANCM inh
N#Cc1cnc2ccccc2c1Nc1cccc(C(F)(F)F)c1,63
Cc1cc(=O)[nH]c(-n2nc(-c3cccs3)cc2NC(=O)c2ccc(F)cc2)n1,61
O=C(CCc1csc(NC(=O)Nc2ccccc2)n1)Nc1nc2ccccc2s1,93
COc1ccccc1OCC(=O)Nc1ccc2c(c1)N(CCC(C)C)C(=O)C(C)(C)CO2,71
CC(C)(OC(=O)c1ccccc1)[C@@H]1Cc2cc3ccc(=O)oc3cc2O1,53
COc1cccc(S(=O)(=O)NCC(=O)N2CCCCC2)c1,71
Cc1ccc(-c2csc3ncnc(NCCO)c23)cc1C,74
Cc1nnc(NC(=O)c2cc(C3CC3)n(C3CCS(=O)(=O)C3)n2)s1 (stereo not drawn),59
O=C(Nc1ccon1)C1CCN(S(=O)(=O)c2cccs2)CC1,61
Cn1c(SCC(=O)NCc2cccnc2)nnc1-c1sc2ccccc2c1Cl,59
c1ccc2sc(CCSCCc3nc4ccccc4s3)nc2c1,52
C=CCn1c(SCC(=O)NCc2ccco2)nc2sc3c(c2c1=O)CCC(C)C3 (stereo not drawn),104
CC(=O)NCCc1ccc(O)c(O)c1,62
CC1(C)COc2ccc(NC(=O)c3ccccc3Cl)cc2NC1=O,66
CC(Cn1cnc2ccccc21)C(=O)N/N=C\c1ccccn1 (stereo not drawn),60
COc1cccc(-c2nnc3ccc(OCCNC(=O)C(C)C)nn23)c1,71
CN(C)c1ccc(/C=N\NC(=O)CCN2C(=O)C3CCC(C)(C2=O)C3(C)C)cc1 (stereo not drawn),55

# Assay outcomes as filed in PubChem BioAssay.

# An excerpt; count on the stated rates, not on these rows.
